# Compound activity from PubChem BioAssay.
# ROC1-CUL1 inh: human ROC1-CUL1 E3 ligase inhibition; P62877+Q13616; in vitro K48 di-Ub FRET, acceptor:donor ratio, 45 min; inhibition, % at 10 µM; 140,000 tested, 0.6% active; AID 1347404; in the data active = inhibition above about 25%
# Target sequence (P62877 whole entry, looked up): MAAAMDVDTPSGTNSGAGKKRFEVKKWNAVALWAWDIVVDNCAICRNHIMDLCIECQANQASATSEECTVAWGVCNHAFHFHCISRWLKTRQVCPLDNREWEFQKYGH
# Target sequence (Q13616 whole entry, looked up): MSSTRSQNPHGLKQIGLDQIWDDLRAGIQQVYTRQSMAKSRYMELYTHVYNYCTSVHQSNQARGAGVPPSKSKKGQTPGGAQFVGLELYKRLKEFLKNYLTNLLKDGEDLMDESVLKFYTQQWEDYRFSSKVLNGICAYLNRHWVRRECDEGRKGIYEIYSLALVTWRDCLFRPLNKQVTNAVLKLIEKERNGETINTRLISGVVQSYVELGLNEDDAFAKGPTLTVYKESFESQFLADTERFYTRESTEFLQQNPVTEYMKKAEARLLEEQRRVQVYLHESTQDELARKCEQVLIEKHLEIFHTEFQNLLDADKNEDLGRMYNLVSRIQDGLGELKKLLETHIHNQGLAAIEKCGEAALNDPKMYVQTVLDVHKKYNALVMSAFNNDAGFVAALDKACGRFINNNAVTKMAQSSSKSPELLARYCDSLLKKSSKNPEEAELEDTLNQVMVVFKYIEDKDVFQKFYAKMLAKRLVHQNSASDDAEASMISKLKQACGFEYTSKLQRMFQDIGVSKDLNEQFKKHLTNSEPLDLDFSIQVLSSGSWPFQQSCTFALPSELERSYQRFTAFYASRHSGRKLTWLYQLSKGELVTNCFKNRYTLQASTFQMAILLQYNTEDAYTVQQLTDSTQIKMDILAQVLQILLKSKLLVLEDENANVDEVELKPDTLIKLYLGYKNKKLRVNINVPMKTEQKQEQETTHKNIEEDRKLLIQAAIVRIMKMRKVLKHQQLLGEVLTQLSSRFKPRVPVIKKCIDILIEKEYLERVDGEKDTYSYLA
# Active calls of the source: *; & = joins results of further samples. A portion of the library; count on the stated rates, not on these rows.
ROC1-CUL1 inh	SMILES
-4	CC1=NN(c2ccc(C)c(C)c2)C(=O)C1C(c1cc([N+](=O)[O-])ccc1O)c1c(C)[nH]n(-c2ccc(C)c(C)c2)c1=O (stereo not given)
2	Cc1ccc(C)c(OCC(=O)NCCCNC(=O)COc2cc(C)ccc2C)c1
-4	COC(=O)c1ccccc1NC(=O)CSc1nc(-c2ccccc2)cc(C(F)(F)F)n1
-1	Cc1nonc1CC(=S)N1CCOCC1
-4	Cc1c(Cl)cccc1NC(=O)c1ncoc1-c1ccco1
-7	CCOc1ccc(OCC)c(NC(=O)c2csc3c2CCCC3)c1
-3	COc1ccc(S(=O)(=O)N2CCC(Oc3ccc(-n4cnnn4)cc3)CC2)cc1OC
5	O=C(CSc1nnc(CNc2cccc(Cl)c2)o1)Nc1ccc(Cl)c(Cl)c1
-2	C#CCOc1cccc(/C=C2/N=C(c3ccccc3)OC2=O)c1
1	COc1cc(C(=O)Nc2cc(Cl)ccc2O)cc(OC)c1OC
-1	CCS(=O)(=O)N1CCC(n2c(C(F)(F)F)nc3cccnc32)CC1
10	CCOC(=O)c1ccc(-n2c(CCCN3C(=O)c4ccccc4C3=O)nc3ccccc3c2=O)cc1
7	O=C(CN1CCN(c2ccccc2)CC1)NC1Cc2ccccc2Sc2ccccc21 (stereo not given)
-6	CCc1ccc(-c2ccc3c4ccccc4c(C(=O)C(F)(F)F)c-3o2)cc1
-4	CCc1nn(CC(=O)NCCc2ccc(Cl)cc2)c(=O)c2cc3ccccc3n12

# A second format for some results above.
compound | ROC1-CUL1 inh
CCc1nn(CC(=O)NCCc2ccc(Cl)cc2)c(=O)c2cc3ccccc3n12 | -4
COc1cc(C(=O)Nc2cc(Cl)ccc2O)cc(OC)c1OC | 1

# Continuation.
ROC1-CUL1 inh	SMILES
-15	O=C(Nc1cc(-c2nc3ccccc3o2)ccc1Cl)c1sc2c([N+](=O)[O-])cccc2c1Cl
-3	O=C(Nc1cccc2cccnc12)c1cccc2c(Br)cccc12
1	CC(C)C(NC(=O)c1ccco1)C(C)C
-2	C=CCc1cc(/C=C/c2ccc3c(c2)OCO3)c(O)c(OC)c1
10	Fc1cccc(-c2n[nH]c3c2CN(Cc2cccc4c2OCO4)CC3)c1
-4	Cc1ccc(S(=O)(=O)c2nc(-c3ccc(F)cc3)oc2SCC(=O)c2ccccc2)cc1
-6	Cc1cccn2c(=O)cc(COc3cccc(NC(=O)COc4ccccc4)c3)nc12
6	Nn1c(CSc2ccccn2)nnc1CSc1ccccn1
-5	CCOc1ccccc1NC(=O)C1CCN(S(=O)(=O)c2cccs2)CC1
0	COc1cccc(NC(=O)CCSc2nc(-c3ccco3)cc(C(F)(F)F)n2)c1
-1	CC1(C)CC(=O)c2sc(NS(=O)(=O)c3ccc(Cl)cc3)nc2C1
6	CSCCOC(=O)COc1ccc(/C=N/NC(=O)c2c(Cl)cnn2C)cc1
2	O=C(Nc1ccc2c(c1)C(=O)N(c1ccccc1)C2=O)C1CCCO1 (stereo not given)
-7	COC(=O)C(NC(=O)c1ccccc1)(N(Cc1cccnc1)Cc1ccccc1F)C(F)(F)F (stereo not given)
-4	O=C(NCCOc1ccc(Cl)cc1)c1sc2ccccc2c1Cl
5	CCC(C)NC(=O)c1ccccc1NS(=O)(=O)c1ccc(OC)c(OC)c1 (stereo not given)
1	C#CCSc1nc2ccccc2n1C(=O)/C=C\c1ccco1
8	COc1cc(C(=O)Nc2ccc(N3CCN(C(=O)C(C)C)CC3)c(Cl)c2)cc(OC)c1OC
2	COc1ccccc1N1CCN(S(=O)(=O)c2ccc3c(c2)oc(=O)n3C)CC1
-3	Cn1c(C(=O)NCc2ccccc2Cl)cc2sc(Cl)cc21
-7	Cc1ccccc1Cn1c2ccccc2c2cnn(CC(=O)NC3CCC(C)CC3)c(=O)c21 (stereo not given)
1	CC1(C)CC(=O)C2=C(C1)OC(=N)C(C#N)C2c1cc(-c2ccccc2)nn1-c1ccccc1 (stereo not given)
1	O=C(CCN1Cc2ccccc2OC(c2ccccc2)C1)NCc1cn[nH]c1-c1ccc(F)cc1 (stereo not given)
7	O=C(COC(=O)c1ccccc1C(=O)OCC(=O)c1ccc(Cl)cc1)c1ccc(Cl)cc1
1	Cc1ccc(C2=NN(C(=O)Cn3nc(C(F)(F)F)cc3C)C(c3ccccc3O)C2)cc1 (stereo not given)
2	CSC1=NN2C(=N)/C(=C\c3cc(C)n(-c4cccc(Br)c4)c3C)C(=O)N=C2S1
4	COc1ccc(C(=O)CSc2cc(C)nc(SCc3ccc(Cl)cc3)n2)cc1
4	COC1CCN(Cc2ccccc2OCC(O)CN(C)C2CCCCC2)CC1 (stereo not given)
-9	COc1ccc(S(N)(=O)=O)cc1C(=O)NCCCN1CCN(c2ccc(C)cc2)CC1
6	CCCN1CCC(NC(=O)c2ccc(OCC)cc2)CC1

# Copied from the list:
# Under ROC1-CUL1 inh, `COc1cccc(NC(=O)CCSc2nc(-c3ccco3)cc(C(F)(F)F)n2)c1` has the entry 0
# Under ROC1-CUL1 inh, `CCS(=O)(=O)N1CCC(n2c(C(F)(F)F)nc3cccnc32)CC1` has the entry -1
# Under ROC1-CUL1 inh, `O=C(NCCOc1ccc(Cl)cc1)c1sc2ccccc2c1Cl` has the entry -4
# Under ROC1-CUL1 inh, `CC(C)C(NC(=O)c1ccco1)C(C)C` has the entry 1
# Under ROC1-CUL1 inh, `CCC(C)NC(=O)c1ccccc1NS(=O)(=O)c1ccc(OC)c(OC)c1` (stereo not given) has the entry 5
# Under ROC1-CUL1 inh, `CC1=NN(c2ccc(C)c(C)c2)C(=O)C1C(c1cc([N+](=O)[O-])ccc1O)c1c(C)[nH]n(-c2ccc(C)c(C)c2)c1=O` (stereo not given) has the entry -4

# The results go on:
ROC1-CUL1 inh	SMILES
46*	COc1cc(/C=C2\SC(=S)N(/N=C/c3cc(OC)c(O)cc3Cl)C2=O)c(Cl)cc1O
-2	CCn1c(=O)c2sccc2n2c(CCCC(=O)N3CCN(c4ccc(OC)cc4)CC3)nnc12
0	COc1cc(C2C(C(=O)c3cc4ccccc4o3)C(=O)C(=O)N2CCN(C)C)cc(OC)c1OC (stereo not given)
-2	Cc1cc(Br)c2nc(-c3cccnc3)oc(=O)c2c1
-2	O=C1CC(c2ccccc2Cl)CC2=Nc3ccccc3NC(c3ccc(OC(F)(F)F)cc3)C12 (stereo not given)
11	Cc1nnc(N2CCC(C(=O)NCCc3ccccc3Cl)CC2)c2nn(-c3ccccc3)c(C)c12
5	CCOc1ccc(C(=O)NCCS(=O)(=O)N2CCN(c3ccccc3F)CC2)cc1OCC
-5	CCOC(=O)c1cnc2ccc(OC)cc2c1Nc1cccc(Cl)c1
-11	COC(=O)[C@@H]1ON(c2ccccc2)C(C(=O)c2ccccc2)[C@@H]1C(=O)OC (stereo not given in full)
2	CCN(CC)c1ccc(/C=C2\C(=O)NN(c3ccc(Cl)c(Cl)c3)C2=O)cc1
3	COC1(OC)OC2=C(c3cccc4cccc2c34)C(C#N)(C#N)C1C (stereo not given)
-4	CCCOc1ccc(CN2C(=O)NC(=O)/C(=C\c3ccc(OCC)c(OCC)c3)C2=O)cc1OC
0&-1	Cc1cc(F)ccc1NC(=O)c1sc2nc(-c3cccs3)ccc2c1N
-1	O=[N+]([O-])c1ccccc1C=Nc1cccc2c(N=Cc3ccccc3[N+](=O)[O-])cccc12
-2	Cc1nc2ccccc2nc1Sc1ccccc1
4	O=C(C1=NOC2C(=O)N(c3ccccc3Cl)C(=O)C12)c1cccs1 (stereo not given)
5	C=CCC(c1cccc(Cl)c1)N(CCCN1CCOCC1)C(=O)Nc1ccccc1 (stereo not given)
-4	Cc1c(C(=O)NCc2ccccc2Cl)sc2nc(-c3ccc(F)cc3)cn12
-2	CC(C)Cc1ccc(-c2[nH]nc3c2C(c2ccccc2OC(=O)N2CCOCC2)C(C#N)C(=N)O3)cc1 (stereo not given)
-2	CCSc1nnc(NC(=O)Cc2cccc3ccccc23)s1
0	CSc1nnc2[nH]c(=O)cc(C)n12
0	O=C(CSc1nc2c([nH]c3ccccc32)c(=O)n1-c1ccccc1F)Nc1cccc(Cl)c1
-6	Cc1ccc(C2OC(=O)C(C(=O)c3ccccc3)=C(c3ccccc3)O2)cc1 (stereo not given)
6	N#CC1C(=N)C(C#N)(C#N)[C@H](c2ccc(OCC(N)=O)cc2)[C@H]2CNCC=C12 (stereo not given in full)
1	COc1ccc(NC(=O)CCn2cnnn2)cc1
5	O=C(Nc1cc([N+](=O)[O-])ccc1Cl)c1cc2ccccc2o1
3	O=C1O[C@@H]2CN(Cc3cnn(-c4ccccc4F)c3)C[C@@H]2N1C1CCCC1
0	Cc1ccc(C(C)C)c(OS(C)(=O)=O)c1
2	COc1ccc(C2C(C(N)=O)C(C)=Nc3nc(CCCO)nn32)c(OC)c1 (stereo not given)
-17	O=c1[nH]c(CN2CCN(c3ccccc3F)CC2)nc2ccccc12
1	CCN(CC)C(=S)S[C@@H]1O[C@H](COC(C)=O)[C@@H](OC(C)=O)[C@H](OC(C)=O)[C@H]1OC(C)=O
3	O=C(C1=NN(c2ccccc2)C2(SCC(=O)N2c2ccccc2)S1)c1cccs1 (stereo not given)
-6	O=C(Cn1cc(SCc2ccc(C(F)(F)F)cc2)c2ccccc21)N1CCCCC1
6	O=C(NCc1ccncc1)c1coc(COc2cccc3cccnc23)n1
-2	COC(=O)c1sccc1NS(=O)(=O)c1cccs1
12	CN(C)Cc1ccc(C(=O)N2CCCC(CCc3ccc(F)c(F)c3)C2)o1 (stereo not given)
2	CO[C@H]1[C@H](NC(=O)Cc2cccs2)c2ccccc2C12CCN(CC#Cc1ccccc1)CC2
-4	Nc1cc[n+](CCCc2ccccc2)cc1
3	CC(=O)c1ccc(C)cc1OC(=O)c1ccccc1[N+](=O)[O-]
-4	CCC(=O)Nc1ccccc1C(=O)NC1CCCCC1
3	Cc1ccc(NC(=O)Cn2c(=O)n(Cc3ccc4c(c3)OCO4)c(=O)c3oc4ccccc4c32)cc1C
6	Cc1oncc1C(=O)Nc1ccccc1F
-4	O=C(CCCCCN1C(=O)c2ccccc2C1=O)Nc1ccc(OC(F)(F)Cl)cc1
-8	CC1CCCN(S(=O)(=O)c2ccc3c(c2)c(=O)nc2ccccn23)C1 (stereo not given)
7	O=C(CSc1nc2c(c(=O)[nH]1)CN(Cc1ccc(F)cc1)CC2)Nc1cccc(C(F)(F)F)c1

# Quoted at random: 7 records from the list, in no set order.
ROC1-CUL1 inh	SMILES
3	O=C(C1=NN(c2ccccc2)C2(SCC(=O)N2c2ccccc2)S1)c1cccs1 (stereo not given)
3	CC(=O)c1ccc(C)cc1OC(=O)c1ccccc1[N+](=O)[O-]
3	Cc1ccc(NC(=O)Cn2c(=O)n(Cc3ccc4c(c3)OCO4)c(=O)c3oc4ccccc4c32)cc1C
-2	COC(=O)c1sccc1NS(=O)(=O)c1cccs1
-4	Nc1cc[n+](CCCc2ccccc2)cc1
-4	CCC(=O)Nc1ccccc1C(=O)NC1CCCCC1
12	CN(C)Cc1ccc(C(=O)N2CCCC(CCc3ccc(F)c(F)c3)C2)o1 (stereo not given)

# The list continues:
ROC1-CUL1 inh	SMILES
12	CCCc1c(C)c2ccc(OCc3ccc(Cl)cc3)cc2oc1=O
4	O=C(Cn1c(=O)n(CC2CCCO2)c(=O)c2ccccc21)Nc1cccc(Cl)c1 (stereo not given)
-6	CCCCc1nn2c(=O)cc(COC(=O)c3ccc(NC(=O)C4CCCCC4)cc3)nc2s1
-1	Cc1cccc(C)c1OC(=O)CSc1nnc(-c2ccc3c(c2)OCO3)o1
-5	Cc1ccc(S(=O)(=O)c2cc(OC(=O)c3cccs3)ccc2OC(=O)c2cccs2)cc1
4	CC(C)(C)c1ccc(C(=O)N2CCC(C(=O)Nc3ccc(OCc4ccccc4)cc3)CC2)cc1
-9	COc1cccc(CNCCSc2nnnn2C)c1OCc1ccc(Cl)cc1Cl
-12	CCCn1c(CNC(=O)c2ccc(F)cc2)nc2ccccc21
-2	c1ccc(Cc2noc(-c3ccc(N4CCN(CC5CC5)CC4)nc3)n2)cc1
-5	COC(=O)C1CCN(S(=O)(=O)c2cc3c4c(c2)CC(=O)N4CCC3)CC1
4	C1CCN(c2nc3nonc3nc2N2CCC(CN3CCOCC3)CC2)C1
3	N#Cc1cc(-c2cccs2)c(C#N)cc1-c1cccs1
0	Cc1cccc(-c2nc(CN3CCCC(C(=O)NCc4ccc(Cl)cc4)C3)c(C)o2)c1 (stereo not given)
-6	Cc1ccc(C(=O)Nc2ccc3oc(-c4cc(Br)ccc4Cl)nc3c2)cc1
9	COCCOC1CCN(Cc2nc(-c3ccc(F)cc3)oc2C)CC1
10	c1cc(-c2ccn(CCCN3CCOCC3)n2)cc(-c2nccs2)c1
-3	O=C1C(Cc2ccc(N3CCCC3)cc2)=NC(=S)N1C1CC1
-3	Cc1ccc(-c2ccc(CNC(C)(C)CO)o2)cc1Cl
-12	Cc1cccc(C)c1NC(=O)C(C)c1cccc(C(=O)c2ccccc2)c1 (stereo not given)
4	Cc1ccc2onc(CNC(=O)N3CCN(c4cc(Cl)ccc4C)CC3)c2c1
2	Cc1ccc(-c2noc(CN(C)C(=O)C3CCCCC3)n2)cc1
-5	COc1ccccc1N1C(=O)/C(=C\c2ccco2)SC1=NC(=O)c1ccccc1
-1	C=CCn1c(C)cn2c3c(=O)n(Cc4ccccc4)c(=O)n(C)c3nc12
0	Cc1onc(-c2c(F)cccc2Cl)c1C(=O)NCCN(C)C
-5	COc1ccc(NC(=S)Nc2ccc(Br)cc2)c(OC)c1
-3	CC(C)(C)c1ccc(-c2cc(C(=O)NNC(=O)Nc3cccc(Cl)c3)c3ccccc3n2)cc1
-13	O=C(Cn1ncc2c(Cl)cccc21)NCc1cccc(Br)c1
9	Nn1c(SCC(=O)O)nnc1-c1ccccc1
8	CCn1c(-c2ccccc2F)nc2cc(C(=O)N(C)CCOC)cc(NC(C)=O)c21
10	COc1cc(O)ccc1CN1CCCC(c2nc(-c3ccncc3)ncc2-c2ccccc2C)C1 (stereo not given)
1	COc1ccccc1CNC(=O)CCS(=O)(=O)c1ccc2c(c1)CCN2C(C)=O
1	FC(F)(F)c1cccc(-c2nc3ccccc3[nH]2)c1
3	COc1cccc(NC(=O)c2oc3ccccc3c2NC(=O)c2ccc(F)c(F)c2)c1
-11	CCN1C2=C(C(=O)CC(C)(C)C2)C(c2cc(Cl)c(OCC(=O)Nc3ccc(C)c(Cl)c3)c(Cl)c2)C2=C1CC(C)(C)CC2=O
1	CN(Cc1ccn[nH]1)CC1CCCN(CCc2ccc(Cl)cc2)C1 (stereo not given)
2	O=C(c1cccc2ccccc12)C1CCCN(C(=O)CCn2cncn2)C1 (stereo not given)
